# S2 tox = viability counter-screen for ATXN expression inhibitors | S2 cells (HEK-293 line with an ATXN2-luciferase reporter) viability, CellTiter-Fluor protease fluorescence, 24 h | AID 651635 | Potency, µM (top dose mostly 56.7 µM), hits mostly cytotoxic | hit rate 0.49% among 400,000; further: potency means the concentration at half of the fitted maximal effect; nearly all actives have a fitted effect of over 40% in size
# A549 viability = kills or reduces viability of A549 cells in Nrf2 counter-screen; A549 ARE-Fluc cells, CellTiter-Fluor viability, 18-24 h; hit rate 0.16% among 390,000; Potency, µM (highest dose often 46 µM), for inactives: at the highest dose activity change, negative = cytotoxicity, usual class: inhibitors; further: potency means the concentration at half of the fitted maximal effect; on the % scale 0 is the no-effect control and ±100 the full control effect
#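 A549 ARE_Fluc cells in 5% FBS OPTI-MEM were exposed to compounds in concentration-response for 18-24 h at 37 deg C. Viability was read by CellTiter-Fluor fluorescence (Ex 405/Em 525) after 30 min, before the luciferase read.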
# HepG2 tox = HepG2 cytotoxicity, counter-screen for TGF-b inhibitors | HepG2 CAGA-GFP viability, ATP luminescence, 18 h | Potency, µM (top dose mostly 46.1 µM), for inactives: at the highest dose activity change, negative = cytotoxicity, hits mostly cytotoxic | hit rate 0.76% among 410,000; further: potency means the concentration at half of the fitted maximal effect; some results filed as inactive show a strong effect at the top dose
#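 HepG2 CAGA-GFP cells (1000/well, DMEM with 1% FBS) received compound, then TGF-beta at 500 pg/mL final, and were incubated 18 hours at 37 degrees C. Viability was read by CellTiter-Glo luminescence. Media-only wells were set as complete cell-killing and DMSO as no toxicity.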
# TGFb SMAD3 inh = blocks TGF-b signaling | HepG2 CAGA-GFP TGF-b/SMAD3 reporter, GFP fluorescence, 18 h; TGF-beta stimulated, 500 pg/mL final | Potency, µM (titrated, usually from 46.1 µM), inactives show top-dose activity, negative = inhibition, hits mostly inhibitors | hit rate 1.2% among 410,000 | AID 588855; further: potency means the concentration at half of the fitted maximal effect; on the % scale 0 is the no-effect control and ±100 the full control effect; nearly all actives have a fitted effect of over 65% in size
#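 GFP signal (ex488/em500-530) from TGF-beta-stimulated HEPG2 CAGA-GFP cells, 500 pg/mL final, 18 h at 37 degrees C in DMEM plus 1% FBS, normalized to unstimulated and DMSO-stimulated controls.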
# EPAC2 ag = agonists of human EPAC2 (RAPGEF4) | Q8WZA2 | EPAC2 activation, biochemical qHTS; response scale: 100% = 6.5 mM cAMP response | Potency, µM (series often up to 154 µM), without a hit: top-dose activation, usual class: activators | hit rate 0.079% among 360,000 | AID 720711; further: potency means the concentration at half of the fitted maximal effect; nearly all actives have a fitted effect of over 50% in size
# Target sequence (Q8WZA2 whole entry, looked up): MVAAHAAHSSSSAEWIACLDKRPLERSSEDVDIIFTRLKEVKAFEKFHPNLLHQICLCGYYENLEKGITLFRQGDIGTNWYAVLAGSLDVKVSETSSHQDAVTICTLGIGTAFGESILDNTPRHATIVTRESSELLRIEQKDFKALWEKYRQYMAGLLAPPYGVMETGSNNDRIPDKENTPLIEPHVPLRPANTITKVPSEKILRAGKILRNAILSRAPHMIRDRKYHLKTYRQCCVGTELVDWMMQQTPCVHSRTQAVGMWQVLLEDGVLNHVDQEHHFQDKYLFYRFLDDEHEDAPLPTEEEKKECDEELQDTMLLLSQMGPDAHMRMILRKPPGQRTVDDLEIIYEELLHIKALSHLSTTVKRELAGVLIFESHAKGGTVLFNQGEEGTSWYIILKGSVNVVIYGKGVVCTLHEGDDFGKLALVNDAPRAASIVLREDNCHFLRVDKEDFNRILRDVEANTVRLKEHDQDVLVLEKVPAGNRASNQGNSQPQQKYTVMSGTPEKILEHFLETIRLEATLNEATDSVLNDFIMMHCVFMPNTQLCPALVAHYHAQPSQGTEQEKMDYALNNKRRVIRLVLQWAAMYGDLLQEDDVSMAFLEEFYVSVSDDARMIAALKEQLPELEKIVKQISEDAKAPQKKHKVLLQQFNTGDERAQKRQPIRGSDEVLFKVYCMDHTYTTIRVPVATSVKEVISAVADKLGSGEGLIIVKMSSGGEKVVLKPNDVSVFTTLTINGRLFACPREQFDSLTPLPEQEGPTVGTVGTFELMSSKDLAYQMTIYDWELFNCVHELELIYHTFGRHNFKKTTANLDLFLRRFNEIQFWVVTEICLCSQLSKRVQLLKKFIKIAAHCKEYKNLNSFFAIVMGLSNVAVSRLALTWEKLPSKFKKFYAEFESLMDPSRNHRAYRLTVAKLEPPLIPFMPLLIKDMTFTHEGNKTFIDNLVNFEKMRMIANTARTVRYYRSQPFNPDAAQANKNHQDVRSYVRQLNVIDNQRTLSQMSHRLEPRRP
#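 Nucleotide exchange monitored as fluorescence drop when BODIPY-GDP leaves Rap1B. Reaction: 100 nM EPAC2, 250 nM RAP1B-BODIPY-GDP, 50 uM GDP, room temperature, kinetic read over 30 min. Activity expressed relative to 6.5 mM cAMP.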
# IL-2 act = activators of IL-2. IL-2 activation reporter assay, cell-based qHTS; stimulated with anti-CD3/CD4/CD28 beads; in transgenic mouse T cells. activation, % (series mostly up to about 46 µM). hit rate 0.065% among 360,000. AID 652025; in the data active means activation above about 50%; inconclusive means mostly about 30% to 49%; further: 0% is about no effect
#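 Using fluorescent plate cytometry, EGFP and DsRed are detected in transgenic mouse T cells stimulated 18 h at 37 degrees C with antibody-coated beads after 60 min compound pretreatment.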
# Nrf2 block = Nrf2 pathway inhibition | A549 ARE-Fluc reporter, luciferase luminescence, 18-24 h | Potency, µM (top dose mostly 46 µM), inactives show top-dose activity change, negative = inhibition, actives largely listed as inhibitors | hit rate 2.1% among 360,000 | AID 504444; further: potency means the concentration at half of the fitted maximal effect; on the % scale 0 is the no-effect control and ±100 the full control effect; nearly all actives have a fitted effect of over 60% in size
#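 Cells were seeded and rested 2 h, then exposed to compounds for 18-24 h. CellTiter-Fluor was read first as a viability measure. BugLite was added 15 min before the final luminescent read of ARE-luciferase activity in A549 cells.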
# ATXN2 expr inh = ATXN2 expression inhibition | HEK-293 ATXN2-luciferase reporter, luminescence, 24 h | Potency, µM (doses to about 57 µM), for inactives: at the highest dose activity change, negative = inhibition, hits mostly inhibitors | hit rate 0.72% among 360,000; further: potency means the concentration at half of the fitted maximal effect; on the % scale 0 is the no-effect control and ±100 the full control effect; nearly all actives have a fitted effect of over 55% in size
#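 ATXN2-luciferase reporter cells (luciferase flanked by upstream and downstream ATXN2 gene portions) were treated 24 h at 37 °C with compounds at up to 57 uM. SteadyGlo luminescence gave expression; GF-AFC fluorescence gave viability.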
# Nrf2 activator = Nrf2 pathway activation | AREc32 ARE-luciferase reporter (MCF7-derived line), luminescence, 24 h | Potency, µM (titrated, usually from 46.1 µM), for the others: top-dose activation, most hits filed as activators | hit rate 0.31% among 410,000; further: potency means the concentration at half of the fitted maximal effect; % of control where 0% means no effect; nearly all actives have a fitted effect of over 65% in size
#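 Nrf2 activation is followed as ARE-luciferase induction in the AREc32 line after one day of compound treatment; luminescence is read with Steady-Glo.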
# Numbers without * were called inactive; i = inactive; ? = inconclusive; nt = not tested or not shown; [ ] = dose if it differs, or a comment. Unless noted, the call rests on the fitted dose curve; in most records, active means well fitted curve in the direction sought with a large enough effect; inconclusive means small, poorly fitted or top-dose-only effect, or another doubt; inactive means no such curve, though single readings can be large; an effect the other way counts as inactive or inconclusive.
SMILES,S2 tox,A549 viability,HepG2 tox,TGFb SMAD3 inh,EPAC2 ag,IL-2 act,Nrf2 block,ATXN2 expr inh,Nrf2 activator
c1ccc2c(c1)N1CCN=C1N2CCN1CCCCC1,i,?,-43%,25%,4%,-1.4,8%,-7%,0.2%
CCCOc1ccc2cc(C(=O)NCc3ccccc3)c(=O)oc2c1,i,2%,-8%,20%,-7%,1.7,-17%,-10%,0.5%
CCOc1ccccc1C1C(C(=O)Nc2ccccc2)=C(C)Nc2nc(SCC(=O)c3ccc(C)cc3)nn21 (centres undefined),i,1%,-16%,?,nt,nt,nt,10%,0.5%
Oc1ccc(CNc2ccccc2)c2cccnc12,i,-14%,-52%,?,-5%,-2.3,5.2µM*,-35%,7.7%
CSc1cccc(NC(=S)N(CCCN2CCCC2)Cc2cccn2Cc2ccc(Cl)cc2)c1,nt,?,-175%,?,18%,-5.2,?,14µM*,-2.8%
CNC(=O)COc1ccc(Nc2nnc(-c3ccc(C)c(S(=O)(=O)NC(C)(C)C)c3)c3ccccc23)cc1,i,1%,-1%,17%,nt,nt,?,-26%,8.0%
Cc1cc(=O)n2nc(N3CCC(C(=O)NCc4cccc(Cl)c4)CC3)sc2n1,i,2%,-1%,1%,-2%,-0.3,-10%,-12%,0.1%
O=S(=O)(/C=C/C=C/S(=O)(=O)c1ccccc1)c1ccccc1,7.5µM*,?,-80%,3.5µM*,2%,-5.7,26µM*,?,-3.2%
Cc1ccc(Cn2ncc3c(NCCCN(C)C)ncnc32)cc1,i,1%,4%,2%,6%,-1.5,-5%,-13%,-0.5%
COc1ccc(N=Cc2nc(-c3ccccc3)oc2OC(C)=O)cc1,i,?,-27%,-14%,6%,-0.9,?,nt,7.2%
COc1ccc(N(C(=O)/C=C/c2ccccc2)C2=CC3CCC(C2)N3C)cc1 (centres undefined),i,-5%,-6%,9%,3%,-3.3,-3%,-3%,3.5%
CC1(C)CC(=O)c2c(nn(-c3ccccc3)c2N)C1,i,-4%,3%,5%,15%,-3.5,-2%,3%,-1.0%
CCOc1ccc(-c2ccc(CO)o2)cc1N,?,9%,-98%,-11%,nt,nt,nt,13%,0.1%
CCOc1ccc(NC(=O)c2c(NCc3cc(OC)c(OC)cc3OC)sc3c2CCCC3)cc1,?,-2%,-45%,?,nt,nt,nt,-23%,12%
Cc1cc(N(C)Cc2ccccc2)n2nc(-c3ccc(C(C)(C)C)cc3)nc2n1,i,9%,-7%,-2%,nt,nt,8%,11%,4.1%
Cc1nc2cc3c(cc2s1)OCO3,i,25%,-5%,-3%,11%,1.0,7%,-3%,0.0%
Cc1ccc(C)c(N2CCN(C(=O)c3ccc4nc(N5CCOCC5)sc4c3)CC2)c1,i,7%,-6%,0%,14%,-1.3,-20%,?,-0.3%
O=C(c1ccco1)N1N=C(c2cccs2)CC1c1ccc(F)cc1 (centres undefined),nt,-7%,2%,-10%,13%,2.9,-9%,nt,0.5%
CSCCOC(=O)C1=C(C)NC(=O)CC1c1ccccc1Cl (centres undefined),i,-9%,-12%,?,-7%,-0.4,nt,-12%,-0.8%
COC(=O)c1ccc(-n2cnc(Cl)n2)c(F)c1,i,11%,-9%,-17%,4%,-0.2,13%,6%,-0.4%
Cc1nc2c(C(=O)N3CCN(C)CC3)cnn2c(C)c1Cc1ccc(Cl)cc1,i,7%,1%,-12%,6%,-1.2,nt,7%,-0.5%
CCSc1nc(-c2ccccc2)nc(C(Cl)Cl)n1,?,?,7.1µM*,5.6µM*,9%,-4.0,?,?,-2.1%
Cc1cccc(OCCCC(=O)Nc2ccc(Cl)c(S(=O)(=O)N3CCOCC3)c2)c1,i,-10%,-15%,?,13%,-0.3,?,?,-0.3%
Cc1nnc(N/N=C/c2ccc([N+](=O)[O-])cc2)n1N,i,-17%,-8%,10%,8%,-0.2,-40%,-22%,-0.2%
COc1cc(OC)cc(C(=O)Nc2ccn(C)n2)c1,i,1%,-2%,-2%,3%,-1.5,3%,31%[activator],-0.1%
O=C(/C=C\c1ccccc1)NCC(=O)N/N=C/c1ccc(O)cc1O,i,1%,-14%,-2%,5%,-0.8,?,18µM*,-0.9%
OC(c1ccc2c(c1)OCO2)c1nccc2ccccc12 (centres undefined),i,16%,-31%,-5%,2%,-0.2,10%,9%,2.9%
CCc1ccc(N2C(=O)C3ON(c4ccccc4)C(c4ccco4)C3C2=O)cc1 (centres undefined),i,-1%,5%,0%,-8%,0.6,nt,2%,0.0%
Cc1ccc(COn2c(-c3ccc(Cl)cc3Cl)nc3ncccc32)cc1,i,-10%,-47%,?,9%,-0.3,?,-14%,-0.3%
C=CCOC(=O)c1sc(NC(=O)c2ccco2)nc1C,i,nt,-39%,-5%,6%,0.4,?,51%[activator],5µM*
COc1ccc(NC(=O)c2c(NCc3cccs3)sc3c2CCC(C)C3)c(OC)c1 (centres undefined),?,?,-51%,?,nt,nt,nt,-30%,5.9%
O=C(N/N=C/C=C/c1ccco1)c1cccc([N+](=O)[O-])c1,i,8%,3%,0%,-1%,-0.8,12%,7%,2.2µM*
COc1cc(/C=N/NC(=O)C(=O)NCc2ccco2)cc(Cl)c1O,?,-1%,3%,0%,6%,-0.5,6%,nt,-0.5%
Cc1ccc(NC(=O)Cn2c(-c3ccc4c(c3)OCO4)cn(-c3ccccc3)c2=O)cc1,i,-12%,-21%,?,nt,nt,?,12%,3.8%
O=C(Nc1ccc(S(=O)(=O)Nc2nccs2)cc1)c1nn(-c2ccc(F)cc2)ccc1=O,i,-2%,-1%,-14%,4%,-2.6,-3%,2%,-0.4%
O=C(CSc1ccc(F)cc1)Nc1nnc(-c2ccco2)o1,i,4%,-6%,-20%,-2%,3.5,-8%,-7%,9.2%
O=C(CCC1COc2ccccc2O1)N1CCCC1 (centres undefined),i,7%,-1%,10%,5%,0.3,nt,29%,0.2%
Cc1ccc(C)c(NC(=O)c2cc[n+](C)cc2)c1,i,-11%,2%,12%,1%,-0.5,-11%,3%,0.2%
COc1ccccc1N(CC(=O)NCCC1=CCCCC1)S(=O)(=O)c1ccccc1,i,-23%,21%,1%,9%,-0.7,4%,0%,4.3%
Cc1cc(Cl)n2nc(C)c(-c3ccc(Cl)cc3)c2n1,?,-7%,-13%,?,6%,-1.0,-4%,?,?
Cc1cc(=O)[nH]c(SCC(=O)N2CCN(S(=O)(=O)c3ccccc3)C2)n1,i,-2%,-1%,-5%,1%,-0.3,-3%,-1%,-0.4%[9.22 µM]
O=[N+]([O-])c1ccc(Sc2cccc[n+]2[O-])c2nonc12,nt,18µM*,-115%,1.3µM*,-10%,-3.3,?,5.3µM*,-2.6%
O=C(O)c1ccc2cc(-c3ccccc3)[nH]c2c1,i,7%,-14%,-5%,9%,-0.8,?,nt,-1.1%
COc1ccc(/C=C2/C(=O)N(c3ccccc3)N=C2C)cc1Br,i,4%,4%,0%,17%,-0.9,?,-17%,7.4%
O=C(CCC(=O)OCC(=O)c1ccccc1)NC1CCCCC1,i,0%,5.6µM*,?,9%,-1.7,-13%,1%,-0.2%
Cc1cccc(C(=O)N2CCN(S(=O)(=O)N3CCCCCC3)CC2)c1,i,-1%,2%,2%,11%,2.5,-11%,-20%,-0.6%
O=C(CN1CCN(S(=O)(=O)/C=C/c2ccccc2)CC1)NCC(F)(F)F,i,0%,0%,6%,19%,0.4,1%,-11%,-0.3%
COc1ccc(Br)cc1/C=N/NC(=O)CNC(=O)/C=C/c1ccccc1,i,-11%,-25%,?,5%,-1.2,nt,-31%,5.5%
COc1ccccc1Nc1nc(N)nc(CSC(=S)N2CCC(C)CC2)n1,i,-2%,19%,-18%,9%,2.3,9%,28%,2.5%
Cc1ccc(-c2nc(-c3ccccc3)no2)c(Cl)c1,i,?,-34%,3%,5%,-0.8,?,-50%,-1.5%
Cc1cccc(NCc2nc(SCC(=O)Nc3ccccc3Br)n[nH]2)c1,i,6%,-45%,-21%,13%,0.6,-6%,-32%,-0.2%

# From PubChem
